Source: PubChem
RXFP1 ag – RXFP1 (human) receptor agonism; Q9HBX9; HEK293T-RXFP1 cAMP TR-FRET, 30 min; response scale: percent of porcine relaxin response, buffer zero; Potency, µM (series often up to 57.5 µM), inactives show at the highest dose activation, most hits filed as activators; 0.3% of 370,000 active; further: potency means the concentration at half of the fitted maximal effect; on the % scale 0 is the no-effect control and ±100 the full control effect; nearly all actives have a fitted effect of over 60% in size; many of its hits are not listed in these tables
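Agonist response is measured as cAMP accumulation in an RXFP1-transfected HEK293T line under PDE4 inhibition. Values are scaled between buffer-only and 29 nM porcine relaxin, and EC50s come from standard Hill equation fits.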
D1 agonist – agonists of human D1 dopamine receptor | P21728 | HEK293 T-REx D1 cells, calcium flux, agonist mode | activation, % at 2 µM | 1% of 360,000 active; in the data active means activation above about 30%; further: 0% is about no effect
Target sequence (P21728 whole entry, looked up): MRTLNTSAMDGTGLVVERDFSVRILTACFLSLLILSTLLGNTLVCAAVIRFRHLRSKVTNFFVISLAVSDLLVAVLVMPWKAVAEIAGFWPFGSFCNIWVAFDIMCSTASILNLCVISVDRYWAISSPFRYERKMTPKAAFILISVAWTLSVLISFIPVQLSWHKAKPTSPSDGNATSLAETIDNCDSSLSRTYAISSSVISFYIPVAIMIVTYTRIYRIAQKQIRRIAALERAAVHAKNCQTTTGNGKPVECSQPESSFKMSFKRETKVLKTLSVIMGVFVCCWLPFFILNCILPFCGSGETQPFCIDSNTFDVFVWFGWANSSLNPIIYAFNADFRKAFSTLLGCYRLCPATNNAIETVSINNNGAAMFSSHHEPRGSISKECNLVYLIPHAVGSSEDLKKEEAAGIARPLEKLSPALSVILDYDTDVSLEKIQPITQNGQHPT
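Tetracycline-induced HEK293 TREx D1 cells, force-coupled to calcium signalling, were dye-loaded with a no-wash calcium kit. Compound was pin-added after a 10 s baseline. Fluorescence was read kinetically at 1 cycle/s for 180 s, with calcium rises flagged as agonism.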
LDHA inh – inhibitors of human lactate dehydrogenase A; P00338; activity change, % (values are at about 110 or 230 µM); 0.15% of 480,000 active; purified LDHA, NADH/diaphorase-resazurin fluorescence; stronger effect = lower value; in the data active means activity change below about -30%; inconclusive means mostly about -25% to -30%;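 further: plate controls were DMSO wells for no effect and wells without enzyme for full effect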
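Human LDH5 at 2 nM final in Tris HCl pH 7.4 with 0.06 mM NADH and 0.2 mM pyruvate, reacted 5 minutes at room temperature. Remaining NADH coupled via diaphorase/resazurin; resorufin fluorescence read at 0 and 20 minutes, normalized to enzyme-free and DMSO wells.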
D1 potentiator – enhances dopamine response at the human D1 receptor | P21728 | HEK293 TREx D1 cells, calcium flux, dopamine EC20 potentiation | potentiation, % at 10 µM | 0.036% of 360,000 active; in the data active means potentiation above about 30%; further: 0% is about no effect
D1 antagonist – antagonists of human D1 dopamine receptor; HEK293 TREx D1 cells, calcium flux, dopamine EC80; stronger effect = lower value; activity change, negative = inhibition, % at 10 µM; 3.2% of 360,000 active; AID 504652; in the data active means activity change below about -30%; further: on the % scale 0 is the no-effect control and ±100 the full control effect
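Compound effects on dopamine-evoked calcium signalling were measured in tetracycline-induced HEK293 Trex D1 cells. Dopamine at EC80 followed a 180 s compound pre-read, and fluorescence was tracked kinetically for 180 s more.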
Vif-A3F inh – blocks the Vif interaction with APOBEC3F; Potency, µM (titrated, usually from 46.1 µM), without a hit: at the top dose activity, negative = active; HeLa A3F-eYFP + Vif (tagged APOBEC3F with the HIV-1 protein that degrades it), YFP fluorescence increase; 0.2% of 390,000 active; further: potency means the concentration at half of the fitted maximal effect; % of control where 0% means no effect; nearly all actives have a fitted effect of over 65% in size
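HeLa cells stably expressing A3F-eYFP plus Vif, plated and incubated overnight at 37 deg C, then exposed to compounds overnight at 37 deg C. Blocked degradation read as raised yellow fluorescence (Ex 488/Em 500-530).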
Glioma ERSR ind – inducers of ER stress response in human glioma cells | AID 602332 | Potency, µM, inactives show top-dose activation, hits mostly activators | U87-MG GRP78 promoter luciferase reporter, 16 h | 0.02% of 420,000 active; further: potency means the concentration at half of the fitted maximal effect; series mostly up to about 76 µM; % of control where 0% means no effect; nearly all actives have a fitted effect of over 35% in size
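ERSR induction read as luciferase luminescence (Bright-Glo, 10 min at room temperature) in stably transfected human U87-MG glioma cells exposed to compounds for 16 h, using GRP78 as sensor.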
D2 PAM – positive allosteric modulators of human D2 dopamine receptor; potentiation, % at 10 µM; HEK293 T-REx D2, calcium flux, EC20 dopamine potentiation; AID 485347; 0.34% of 340,000 active;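 active means potentiation over 3 SD above the plate norm, cut at about 30% in these data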; further: 0% is about no effect
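Calcium flux readout, no-wash dye, 1 read/s. Inducible HEK293 Trex D2 line, overnight 30 C. Compound alone 180 s (agonist flags), then EC20 dopamine, another 180 s to score potentiation.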
Vif-APOBEC3G blk – inhibitors of Vif-APOBEC3G interaction | 0.076% of 410,000 active | HeLa A3G-eYFP + Vif (tagged APOBEC3G with the HIV-1 protein that degrades it), YFP fluorescence, overnight | Q9HC16 | Potency, µM (series often up to 46.1 µM), for the others: at the top dose activity, negative = active, hits mostly inhibitors;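 further: potency means the concentration at half of the fitted maximal effect; on the % scale 0 is the no-effect control and ±100 the full control effect; nearly all actives have a fitted effect of over 60% in size; hits raise eYFP signal because A3G escapes Vif-driven loss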
Target sequence (Q9HC16 whole entry, looked up): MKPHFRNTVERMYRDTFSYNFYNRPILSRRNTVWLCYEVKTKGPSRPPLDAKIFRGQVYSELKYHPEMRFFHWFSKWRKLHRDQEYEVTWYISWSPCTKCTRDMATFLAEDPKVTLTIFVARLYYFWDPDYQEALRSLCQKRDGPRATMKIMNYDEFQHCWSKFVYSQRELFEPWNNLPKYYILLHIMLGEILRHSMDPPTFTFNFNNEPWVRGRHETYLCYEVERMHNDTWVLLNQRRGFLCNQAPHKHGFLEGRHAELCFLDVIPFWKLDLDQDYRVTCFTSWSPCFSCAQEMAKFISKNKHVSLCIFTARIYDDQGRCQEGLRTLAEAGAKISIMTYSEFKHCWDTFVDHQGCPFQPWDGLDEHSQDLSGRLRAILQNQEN
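HeLa cells stably expressing Vif and C-terminally eYFP-tagged A3G, seeded overnight at 37 deg C, then exposed to compound by pintool overnight at 37 deg C. Rise in yellow fluorescence (Ex 488/Em 500-530, Acumen) marks blocked Vif-driven A3G degradation.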
* hit, by the source's call; ? = inconclusive; . = no result given; & = joins results of further samples; ! = repeats disagree. Unless noted, the call rests on the fitted dose curve; in most records, active means well fitted curve in the direction sought with a large enough effect; inconclusive means small, poorly fitted or top-dose-only effect, or another doubt; inactive means no such curve, though single readings can be large; an effect the other way counts as inactive or inconclusive.

SMILES	RXFP1 ag	D1 agonist	LDHA inh	D1 potentiator	D1 antagonist	Vif-A3F inh	Glioma ERSR ind	D2 PAM	Vif-APOBEC3G blk
COc1ccc(S(=O)(=O)N2CCN(S(=O)(=O)c3ccc(C(F)(F)F)cc3)CC2)cc1C	0.8%	3	-10	0	-9	-7%	-7%	-8	4%
COc1ccc(NC(=O)Nc2cccnc2)cc1	-0.4%	1	-5	4	-1	3%	1%	1	1%
Nn1c(SCC(=O)NCc2ccc3c(c2)OCO3)nnc1C1CC1	1.5%	3	0	-6	-1	-12%	1%	3	2%
CCCCn1c(N)c(N(CC(C)C)C(=O)c2cccc(S(=O)(=O)N(C)c3ccccc3)c2)c(=O)[nH]c1=O	0.2%	7	-4	-3	55	3%	-4%	-6	0%
Cc1ccc(S(=O)(=O)C2(C(=O)O)CCCC2)cc1C	-1.5%	0	-4	-6	9	1%	-3%	3	1%
CCOC(=O)CNS(=O)(=O)c1ccc(C)cc1	0.1%	2	-6	7	-5	-16%	-4%	-1	-1%
COc1ccc(OC)c(C(C)NC(=O)Nc2ccccc2)c1 (centres undefined)	1.1%	0	-7	2	-2	-6%	-1%	-3	-1%
COc1ccccc1C(=O)NCC(=O)OC(C)C(=O)NC(=O)NC1CCCCC1 (centres undefined)	0.2%	9	-5	0	0	.	-3%	9	0%
O=S(=O)(c1cccc(-c2n[nH]c(=S)n2Cc2ccccc2)c1)N1CCOCC1	0.7%	-1	-4	-5	2	-1%	-1%	7	-2%
Cc1cccc(Cc2c(C)[nH]c(=O)c(C#N)c2C)c1	2.2%	0	-1	-4	5	-2%	-3%	1	2%
CC1CN(CN2C(=O)c3ccccc3C2=O)CC(C)O1 (centres undefined)	3.0%	4	3	-1	-21	1%	-6%	4	-1%
O=c1c2ccccc2sc2nc(CCl)nn12	.	.	-6	.	.	7%	-6%	.	-19%
O=C(CSc1n[nH]c(-c2ccccc2)n1)N1CCN(c2ccccc2F)CC1	8.5%	0	-5	1	-2	-11%	-7%	-10	0%
COc1ccccc1CNC(=O)N/C=C/c1ccc(Cl)cc1	-0.2%	1	-3	-1	-2	13%	-5%	2	3%
CCOCCCn1c(SCC(=O)Nc2cccc(OC)c2)nc2ccccc2c1=O	1.9%&1.0%	1&1	0&6	-3&2	-46*!	1%&1%	-1%&-2%	10&9	1%&4%
CCc1cccc(OCCn2ccnc2)c1	-1.4%	1	-20	5	0	1%	-6%	15	0%
O=C(NC(=S)Nc1cc(Cl)ccc1O)c1cccc(Br)c1	1.8%	15	1	-3	-14	-10%	9%	8	-9%
Cc1ccccc1-n1c(-c2ccco2)n[nH]c1=S	6.3%	4	-6	0	7	0%	-3%	6	-6%
COc1ccc(OC)c(-c2oc3ccccc3c(=O)c2O)c1	3.0%	-1	-5	-1	-22	-7%	5%	.	-5%
O=C(Nc1nc2c(s1)C(=O)CCC2)c1ccccc1	4.5%	2	-4	-4	-7	-25%	-13%	0	0%
O=S(=O)(Nc1nc2ccccc2[nH]1)c1ccccc1	3.2%	10	-7	-3	20	7%	-5%	0	-3%
Cc1nc(CSc2nnc(C)s2)cs1	1.5%	1	1	-2	-42*	-12%	0%	8	0%
CCN(CC)C(=O)c1ccccc1NC(=O)c1ccccc1	4.5%	1	-10	-3	18	0%	-3%	26	-9%
COc1cc2c(cc1OC)C(c1cccs1)N(C(=S)NC(C)C)CC2 (centres undefined)	-0.7%	4	-10	-1	-17	-1%	0%	-2	-2%
Cc1nc(-c2ccc(S(=O)(=O)Nc3cc(S(=O)(=O)N(C)C)ccc3C)s2)cs1	-0.9%	0	-4	0	2	3%	-2%	-1	1%

Shown with two lines to a compound: entries from further up
Under each structure – RXFP1 ag, D1 agonist, LDHA inh, D1 potentiator, D1 antagonist, Vif-A3F inh, Glioma ERSR ind, D2 PAM, Vif-APOBEC3G blk
COc1ccccc1CNC(=O)N/C=C/c1ccc(Cl)cc1
 : -0.2%, 1, -3, -1, -2, 13%, -5%, 2, 3%
CCOCCCn1c(SCC(=O)Nc2cccc(OC)c2)nc2ccccc2c1=O
 : 1.9%&1.0%, 1&1, 0&6, -3&2, -46*!, 1%&1%, -1%&-2%, 10&9, 1%&4%
CCc1cccc(OCCn2ccnc2)c1
 : -1.4%, 1, -20, 5, 0, 1%, -6%, 15, 0%
O=C(NC(=S)Nc1cc(Cl)ccc1O)c1cccc(Br)c1
 : 1.8%, 15, 1, -3, -14, -10%, 9%, 8, -9%
Cc1ccccc1-n1c(-c2ccco2)n[nH]c1=S
 : 6.3%, 4, -6, 0, 7, 0%, -3%, 6, -6%

(further entries)
SMILES	RXFP1 ag	D1 agonist	LDHA inh	D1 potentiator	D1 antagonist	Vif-A3F inh	Glioma ERSR ind	D2 PAM	Vif-APOBEC3G blk
Cc1ccc(NC(=O)CSCC(=O)Nc2ncc3c(n2)CC(c2ccco2)CC3=O)cc1 (centres undefined)	-0.2%	0	17	-4	14	-5%	-6%	.	1%
CC(=O)c1ccc(NC(=O)/C=C/c2ccc(C)cc2)cc1	5.7%	4	-14	-5	-9	-16%	6%	-17	0%
COc1c(Br)cc([N+](=O)[O-])c(OC)c1C(=O)NC(=O)Nc1cc(Cl)cc(Cl)c1	0.0%	0	-12	3	5	5%	2%	5	-11%
COc1ccc(NC(=O)C(C)N(C)Cc2ccc3ccccc3c2)cc1 (centres undefined)	-2.4%	14	-3	.	-4	2%	3%	-1	2%
COc1ccc(CCNC2CC(=O)N(C)C2=O)cc1OC (centres undefined)	8.7%	1	-1	-1	9	-7%	-4%	9	-1%
COc1ccc(C(=O)Nc2ccncc2)cc1OC	0.2%	3	-2	-2	-8	0%	-2%	-6	0%
CCOC(=O)c1nn(-c2ccc(F)cc2)c(=O)cc1OCC(=O)Nc1cccc(C)c1	?	11	-3	-6	1	-3%	-3%	25	-7%
CC(=O)N1c2ccc(S(=O)(=O)N3CCCCC3)cc2CC1C(=O)Nc1ccccc1C(F)(F)F (centres undefined)	-0.7%	2	-4	-2	16	2%	0%	-1	0%
O=C(CNc1cccc(Br)c1)Nc1ccc(S(=O)(=O)N2CCCCC2)cc1	.	.	-1	.	.	-7%	-4%	.	-6%
CCN(C(=O)COC(=O)c1nc2nc(C)cc(C)n2n1)C1CCCCC1	-0.3%	5	1&0	-2	-4	3%	-5%	-4	-1%
CC(=O)CC(C)(C)Nc1nc2cc([N+](=O)[O-])ccc2o1	1.1%	2	0	-2	-3	-4%	5%	-15	0%
CCOC(=O)c1c(NC(=O)CNCCO)sc(C)c1C	-0.1%	-1	1	1	6	0%	-1%	.	-2%
CCN1C(=O)[C@H]2[C@H]3CN=C(SCc4ccc(C(=O)OC)cc4)N3[C@@](CC)(C(=O)OC)[C@H]2C1=O	.	.	-6	.	.	1%	-1%	.	3%
Cc1cccc(CN2CCC(CNC(=O)c3c(C)oc4ncnc(N5CCCCC5)c34)CC2)c1	4.1%	1	1	-7	-10	2%	-2%	6	-1%
COC(=O)c1c(-c2ccc(OC)cc2)sc2ccc(-c3ccc4c(c3)OCO4)cc12	.	.	1	.	.	-7%	-2%	.	1%
CC1CC(C)(C)C2=NCCN21 (centres undefined)	.	.	0	.	.	-6%	-6%	.	1%
COc1ccc(/C=C(/NC(=O)c2ccccc2)C(=O)N/N=C/c2ccncc2)cc1	-1.6%	0	-1	-3	-27	1%	-5%	-5	-6%
CCc1[nH]c(=S)c(C#N)c(-c2ccccc2)c1C(=O)OC	-1.5%	6	-4	2	-3	-4%	-2%	-11	0%
COc1ccc(-c2c(C)[nH]n3c(=O)c(Cc4ccccc4)c(C)nc23)cc1	-1.2%	6	0	-6	-16	-9%	-5%	-24	-11%
CCCC(=O)NCC1(N(C)C)CCCCC1	-5.0%	2	1	2	-2	-10%	-3%	10	5%
CC(=O)Nc1ccc(CN2CCc3c([nH]c4ccccc34)C2c2ccccn2)cc1 (centres undefined)	-1.9%	6	3	2	8	-5%	-3%	9	?
O=C(c1cnc2ccccn2c1=O)N1CCc2ccccc21	1.2%	3	-15	-14	-12	-7%	-3%	12	-1%
Cc1cc(C)cc(Nc2nc3ccccc3c(=O)[nH]2)c1	1.8%	6	-5	-2	20	?	?	6	10%

Shown as a hit in D1 antagonist, among the entries above:
| SMILES | RXFP1 ag | D1 agonist | D1 potentiator | D1 antagonist | Vif-A3F inh | Glioma ERSR ind | D2 PAM |
| --- | --- | --- | --- | --- | --- | --- | --- |
| CCOCCCn1c(SCC(=O)Nc2cccc(OC)c2)nc2ccccc2c1=O | 1.9%&1.0% | 1&1 | -3&2 | -46*! | 1%&1% | -1%&-2% | 10&9 |
| Cc1nc(CSc2nnc(C)s2)cs1 | 1.5% | 1 | -2 | -42* | -12% | 0% | 8 |

5 entries from above in another layout:
Every second line gives: RXFP1 ag, D1 agonist, LDHA inh, D1 potentiator, D1 antagonist, Vif-A3F inh, Glioma ERSR ind, D2 PAM, Vif-APOBEC3G blk
- CCc1[nH]c(=S)c(C#N)c(-c2ccccc2)c1C(=O)OC
→ -1.5%, 6, -4, 2, -3, -4%, -2%, -11, 0%
- COc1ccc(-c2c(C)[nH]n3c(=O)c(Cc4ccccc4)c(C)nc23)cc1
→ -1.2%, 6, 0, -6, -16, -9%, -5%, -24, -11%
- CCCC(=O)NCC1(N(C)C)CCCCC1
→ -5.0%, 2, 1, 2, -2, -10%, -3%, 10, 5%
- CC(=O)Nc1ccc(CN2CCc3c([nH]c4ccccc34)C2c2ccccn2)cc1 (centres undefined)
→ -1.9%, 6, 3, 2, 8, -5%, -3%, 9, ?
- O=C(c1cnc2ccccn2c1=O)N1CCc2ccccc21
→ 1.2%, 3, -15, -14, -12, -7%, -3%, 12, -1%

The list is partial; count on the stated rates, not on these rows.
